# Screens as filed in PubChem.
# PHOSPHO1 block = PubChem AID 1565; recombinant PHOSPHO1, absorbance phosphatase assay; inhibition, % at 13.3 µM; 290,000 compounds, 1.1% hits; in the data active means inhibition above about 60%
# GPR7 antagonist = GPR7 receptor antagonists, primary screen, cell-based, fluorescence, single concentration. Neuropeptides B/W receptor type 1 (Homo sapiens), P48145. GPR7-expressing cells, fluorescence antagonist assay. inhibition, % at 4.4 µM. 290,000 compounds, 1.1% hits; in the data active means inhibition above about 16%, passing the limit was not always enough;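 further: cells stimulated with the agonist NPW; 0% = agonist with vehicle and 100% = vehicle without agonist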
# Target sequence (P48145 whole entry, looked up): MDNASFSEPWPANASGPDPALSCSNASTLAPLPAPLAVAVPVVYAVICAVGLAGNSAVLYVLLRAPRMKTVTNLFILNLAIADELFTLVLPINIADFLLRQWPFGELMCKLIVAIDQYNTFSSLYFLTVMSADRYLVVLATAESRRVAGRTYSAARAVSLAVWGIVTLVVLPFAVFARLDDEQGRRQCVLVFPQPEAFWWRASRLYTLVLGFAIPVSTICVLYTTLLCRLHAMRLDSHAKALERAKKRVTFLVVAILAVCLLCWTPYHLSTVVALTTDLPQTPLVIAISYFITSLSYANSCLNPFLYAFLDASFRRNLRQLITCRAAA
# V1aR counter = agonists of human V1a receptor, primary screen, counter-screen for OXTR agonist project, fluorescence, CHO-V1R cells; 320,000 compounds, 0.25% hits; Vasopressin V1a receptor (Homo sapiens), P37288; AID 2797, 2010; Fluo-8 calcium fluorescence, agonist mode; 0% DMSO, 100% 3 nM vasopressin; activation, % at 3 µM;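 active means activation above the mean activation of all tested compounds plus 3 SD, per screening run, cut at about 20% in these data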;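 further: signal is peak over basal fluorescence ratio across a 100 second FLIPR read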
# Target sequence (P37288 whole entry, looked up): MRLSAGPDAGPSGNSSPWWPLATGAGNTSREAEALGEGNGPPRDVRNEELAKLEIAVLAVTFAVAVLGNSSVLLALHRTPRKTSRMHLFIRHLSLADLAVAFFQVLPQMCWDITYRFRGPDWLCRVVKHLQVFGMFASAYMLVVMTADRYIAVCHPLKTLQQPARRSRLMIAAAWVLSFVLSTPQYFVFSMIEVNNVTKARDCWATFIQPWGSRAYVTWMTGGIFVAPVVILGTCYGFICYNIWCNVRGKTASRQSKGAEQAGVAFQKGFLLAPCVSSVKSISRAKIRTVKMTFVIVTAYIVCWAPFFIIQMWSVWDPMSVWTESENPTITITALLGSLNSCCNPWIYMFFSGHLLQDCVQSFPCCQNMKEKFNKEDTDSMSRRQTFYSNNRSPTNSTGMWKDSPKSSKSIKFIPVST
# OXTR ag = human OXTR agonists, primary screen, fluorescence, CHO-OTR cells, Fluo-8 calcium | 320,000 compounds, 0.32% hits | AID 2435, 2010 | Fluo-8 calcium fluorescence; normalized: DMSO 0%, oxytocin 100% | activation, % at 3 µM | Oxytocin receptor (Homo sapiens), P30559;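 active means activation above the mean of all tested compounds plus 3 SD, cutoff set per screening run, cut at about 20% in these data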;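 further: peak over basal fluorescence ratio from a 100 s FLIPR kinetic read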
# IMP-1 inhibitor = IMP-1 metallo-beta-lactamase inhibitors, primary screen, biochemical, epi-absorbance readout, Pseudomonas aeruginosa enzyme | metallo-beta-lactamase IMP-1 (Pseudomonas aeruginosa) | purified IMP-1, nitrocefin hydrolysis, epi-absorbance fluorescence | inhibition, % at 5.6 µM | 290,000 compounds, 0.45% hits | AID 1556, 2009;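 active means inhibition above the mean plus 3 SD of all compounds in the same screening run, cut at about 4.5% in these data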;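 further: 0% = IMP-1 with DMSO and 100% = DMSO wells lacking enzyme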
#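 Test system: recombinant IMP-1 enzyme, purified / Medium: HEPES buffer pH 7.1 with ZnSO4 and Brij 35 / Doses: single dose, 5.6 µM / Times: 25 °C, 15 min preincubation, 25 min reaction / Detection: Epi-absorbance via hydrolysed-nitrocefin quenching of white-plate fluorescence, 480/530 nm, EDTA stop / Evaluation: percent inhibition from optical density relative to buffer-blank wells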
# HCV NS3 hel inh = inhibitors of HCV NS3 helicase, primary screen, biochemical, Cy5 molecular beacon fluorescence. Hepatitis C virus NS3 helicase. NS3 helicase DNA unwinding. inhibition, % at 10.9 µM. 290,000 compounds, 0.56% hits;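 active means inhibition above the mean of all tested compounds plus 3 SD, set per campaign, cut at about 35% in these data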;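 further: 0% = DMSO wells and 100% = thioflavine S control wells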
#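 System: Hepatitis C virus NS3 helicase domain fragment enzyme | Reagent: Annealed dual-labelled DNA beacon duplex, ATP-started | Compound dosing: 10.9 µM single point, 0.8% DMSO | Incubation: 1 h reaction at 25 °C, ATP-initiated | Technique: Cy5 fluorescence | Evaluation: Percent inhibition from t60/t0 fluorescence ratio | Benchmarks: Low DMSO, high thioflavine S at 110 µM | Replication: Singlicate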
# GalR3 antag = GalR3 antagonists in HEK293 cells, primary screen, cell-based, fluorescence readout; HEK293 GalR3-CNG cAMP membrane potential fluorescence; galR3 body fused to GalR1 C-terminus; Galanin receptor type 3 (Homo sapiens), O60755; 360,000 compounds, 0.44% hits; inhibition, % at 3 µM;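 active means inhibition above the screen-wide average plus 3 SD, cut at about 13% in these data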;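 further: forskolin and galanin both at EC90 stimulate the cells; cAMP rise reported by CNG channel membrane potential dye signal; 0% = forskolin plus galanin with DMSO and 100% = forskolin alone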
# Target sequence (O60755 1-299 limits assumed): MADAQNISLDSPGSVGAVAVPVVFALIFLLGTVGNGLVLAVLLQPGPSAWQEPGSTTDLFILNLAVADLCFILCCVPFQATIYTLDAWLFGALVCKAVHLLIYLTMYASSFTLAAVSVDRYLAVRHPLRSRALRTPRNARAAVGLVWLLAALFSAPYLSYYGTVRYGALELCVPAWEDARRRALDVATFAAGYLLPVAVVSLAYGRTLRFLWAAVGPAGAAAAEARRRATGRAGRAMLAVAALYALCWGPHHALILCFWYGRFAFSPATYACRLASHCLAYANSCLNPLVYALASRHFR
# VIM-2 inh = VIM-2 metallo-beta-lactamase inhibitors, primary screen, biochemical, epi-absorbance readout, Pseudomonas aeruginosa enzyme. 290,000 compounds, 0.89% hits. AID 1527, 2009. inhibition, % at 5.6 µM. purified VIM-2, nitrocefin hydrolysis, epi-absorbance fluorescence;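 active means inhibition above the mean of all tested compounds plus 3 SD, cutoff set per screening run, cut at about 7.5% in these data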;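 further: red hydrolysis product quenches plate fluorescence so inhibitors raise well fluorescence; 0% = enzyme with DMSO and 100% = DMSO without enzyme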
# FID counter = compounds displacing fluorescent DNA intercalator, primary screen, artefact control for HCV NS3 helicase inhibitor project, biochemical, FID fluorescence; DNA fluorescent intercalator displacement; inhibition, % at 7.9 µM; 290,000 compounds, 0.17% hits; in the data active means inhibition above about 37%;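 further: 0% = vehicle and 100% = reference compound; higher means more ethidium bromide displaced from hairpin DNA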
# Numbers without * were called inactive; / = no result given. This is a subset; count on the stated rates, not on these rows.
SMILES,PHOSPHO1 block,GPR7 antagonist,V1aR counter,OXTR ag,IMP-1 inhibitor,HCV NS3 hel inh,GalR3 antag,VIM-2 inh,FID counter
O=P(Nc1cccnc1)(Oc1ccccc1)Oc1ccccc1,-39,0,2.3,0.4,-2.8,-5,3,1.9,-19
CC(Cl)(Cl)/C(=N/P(=S)(N1CCOCC1)N1CCOCC1)N1CCOCC1,3,-12,0.3,2.0,-2.8,-2,-5,-2.2,-19
CCOc1ccccc1-n1c(O)c(C=NCc2ccc3c(c2)OCO3)c(=O)[nH]c1=O,-2,-5,-0.2,-0.1,-4.3,1,8,-2.7,-18
CN(C)C(Cc1ccc(C#N)cc1)C(=O)c1ccccc1 (stereo not given),-6,3,-0.2,-2.0,1.2,9,0,-0.9,4
Cc1cccc(NP(C)(=O)c2nc3c(s2)CCCC3)c1 (stereo not given),5,-6,1.2,0.5,-0.7,3,-5,-1.7,-5
Cc1ccc(NC(=O)CCNC(=O)N2C[C@H]3C[C@@H](C2)c2cccc(=O)n2C3)c(C)c1,8,8,0.3,-0.3,0.5,14,-6,-0.7,-9
CC(=O)OC1N=C(c2ccccc2)c2ccccc2NC1=O (stereo not given),6,3,0.2,0.6,-1.4,6,-3,-2.6,-7
C=CC(C)C(C(=O)c1ccccc1)N(C)C (stereo not given),8,-1,1.4,-0.9,-1.0,12,-5,-0.7,-3
CC(=O)NC(C)Cc1ccccc1 (stereo not given),-9,3,3.5,-0.1,2.0,-3,-5,-2.6,-2
O=C(CF)NC(Nc1cccc2cccnc12)C(Cl)(Cl)Cl (stereo not given),21,-13,-1.5,-1.7,-3.5,-6,-3,-2.8,-7
OCCN(CC#CC(O)(c1ccccc1)C1CCCC1)CCO (stereo not given),4,10,0.2,0.8,-2.9,-2,4,-2.3,-1
CC(C)(C)n1cc(C(=O)c2ccccc2OCCCF)cn1,16,-4,0.0,-1.5,-0.8,-2,-5,11*,-13
Cn1c(O)c(C=NCc2cccs2)c(=O)n(C)c1=O,-39,-14,0.3,0.9,-3.2,9,1,-3.4,-8
O=C(c1ccco1)c1cn(Cc2ccc(Cl)cc2)c2ccccc12,7,19,1.5,0.3,-1.8,-9,-7,-3.4,-9
COc1ccc(CC2(CCc3ccncc3)C(=O)NC(=O)NC2=O)c(OC)c1,32,-1,1.1,0.1,-1.4,16,-2,-2.9,-9
O=C(O)CCC(=O)NCCC1=c2ccccc2=N/C1=C\c1c(O)n(Cc2ccc(F)cc2)c(=S)[nH]c1=O,97*,-2,-0.2,0.6,-2.6,-16,-2,-3.0,-26
CC(=O)c1ccc2c(c1)C1C(Cl)C(Sc3ccccc3[N+](=O)[O-])CC1C(c1ccccc1)N2 (stereo not given),4,5,-0.9,0.4,5.7*,9,-2,3.1,6
CCC(CC)NCc1c[nH]c2ccccc12,17,-7,1.8,-0.1,-2.8,5,-6,-3.4,9
COc1ccc(NC(=S)NC(NC(=O)CF)C(Cl)(Cl)Cl)cc1[N+](=O)[O-] (stereo not given),-12,3,0.7,0.5,-1.6,8,8,-1.0,4
CN1CCN(Cc2ccccc2Sc2ccccc2)CC1,-2,-2,1.5,2.3,-1.9,-20,-16,-4.9,7
COc1ccc(-c2nc3ccccc3n2OC(=O)N(C)C)cc1,17,6,-0.4,0.1,1.0,3,0,-3.3,-10
Cc1ccccc1CCNCc1ccc(Br)cc1,-4,2,3.0,3.0,-2.7,-18,-2,-2.0,14
O=C(COc1ccc(S(=O)(=O)N2CCCCC2)cc1)N1CCN(Cc2ccccc2)CC1,-11,-3,7.3,8.5,-4.8,-6,-5,-2.6,-25
Cc1nc2ccccc2c(=O)n1-c1ccc(Cl)cc1[N+](=O)[O-],30,15,1.1,0.3,-0.8,-9,-10,-0.8,-2
Cc1cc(C=C2C(=O)NC(=S)NC2=O)c(C)n1C1CCCC1,-106,-6,2.0,1.0,-3.1,12,1,-2.7,-15
COc1ccc(-n2nc(C(=O)NCC(=O)N3CCC4(CC3)OCCO4)c3ccccc3c2=O)cc1,47,1,-0.6,-1.1,-1.4,-7,3,-2.1,-31
O=C1NC(=O)C2(Cc3ccccc3N3CCOCC32)C(=O)N1c1ccccc1 (stereo not given),5,16,-0.2,-0.1,0.8,-6,-5,-1.7,-14
C=CCN(CC#CCOc1ccccc1OC)CC=C,20,-8,-0.7,-1.5,-0.7,-5,/,-2.0,-1
O=c1[nH]c(=O)n(-c2cccc(Cl)c2)c(O)c1C=NCCCN1CCOCC1,-8,1,0.1,-0.6,-2.1,-5,0,-2.8,3
CCN(CC)c1ccc(N=Cc2c(O)n(CCC3=CCCCC3)c(=O)[nH]c2=O)cc1,9,-17,0.7,0.3,-1.4,5,-4,-2.9,5
C=CCn1c(O)c(/C=N/N2CCCCC2)c(=O)[nH]c1=O,33,-2,-1.5,0.4,-0.7,1,-5,-0.6,0
COc1ccc(OC)c(CC(=O)O)c1,26,-15,0.4,1.3,-3.1,0,-6,-4.4,-6
O=C(c1ccncc1)C12CN3CN(CN(C3)C1)C2,-1,0,0.6,0.0,0.4,-17,2,0.2,2
CCOc1ccc(N=Cc2c(O)n(Cc3ccccc3)c(=S)[nH]c2=O)cc1,40,-18,-0.7,-0.1,-1.6,-2,2,-1.9,-1
CCCCNc1ccncc1S(=O)(=O)NC(=O)NC(C)C,5,-7,-0.3,0.0,-4.9,0,1,-1.5,0
O=C(COc1ccc(Br)cc1)N1CCN(Cc2ccc3c(c2)OCO3)CC1,33,-2,5.9,2.1,-2.9,-15,-1,-1.6,-29

# Entries of single compounds as entered above. Screens in order: PHOSPHO1 block | GPR7 antagonist | V1aR counter | OXTR ag | IMP-1 inhibitor | HCV NS3 hel inh | GalR3 antag | VIM-2 inh | FID counter
# CC(=O)OC1N=C(c2ccccc2)c2ccccc2NC1=O (stereo not given) as listed: 6 | 3 | 0.2 | 0.6 | -1.4 | 6 | -3 | -2.6 | -7
# COc1ccc(CC2(CCc3ccncc3)C(=O)NC(=O)NC2=O)c(OC)c1 as listed: 32 | -1 | 1.1 | 0.1 | -1.4 | 16 | -2 | -2.9 | -9
# Cn1c(O)c(C=NCc2cccs2)c(=O)n(C)c1=O as listed: -39 | -14 | 0.3 | 0.9 | -3.2 | 9 | 1 | -3.4 | -8

# (listing goes on)
SMILES,PHOSPHO1 block,GPR7 antagonist,V1aR counter,OXTR ag,IMP-1 inhibitor,HCV NS3 hel inh,GalR3 antag,VIM-2 inh,FID counter
CCC(=O)c1c(O)n(C2CCCCCC2)c(=O)[nH]c1=O,25,4,0.0,0.1,-0.3,17,-3,-0.5,-12
O=C1NC(=O)C(CCc2ccncc2)(CCc2ccncc2)C(=O)N1CCc1ccccc1,63*,-16,-0.7,-0.6,-2.6,-4,-8,-2.3,-23
CCCC(CCC)C(=O)OC[N+](C)(C)CCOC(=O)C(O)(c1ccccc1)C1CCCC1 (stereo not given),10,1,-0.8,-0.3,-4.2,-63,-5,-1.8,41*
CCCCn1c(O)c(C(C)=NCc2ccc3c(c2)OCO3)c(=O)[nH]c1=O,16,0,1.0,-1.7,0.4,6,-3,0.6,-7
CCOC(=O)c1ccc2[nH]c(-c3ccc(S(=O)(=O)F)cc3)cc(=O)c2c1,11,-3,0.7,-0.4,-1.7,1,-9,-2.8,-6
O=c1[nH]c(=S)n(Cc2ccc(F)cc2)c(O)c1C=NCc1cccnc1,18,1,2.8,3.4,-1.8,8,-7,-4.4,-8
c1ccc(C2NCCc3[nH]cnc32)cc1 (stereo not given),39,-5,1.8,-0.6,-2.2,8,-11,0.0,-4
O=C(N/N=C/c1c(O)n(Cc2ccc(F)cc2)c(=S)[nH]c1=O)c1ccncc1,19,2,-0.5,-0.6,-3.2,22,-7,-0.7,-22
COc1ccc(CCn2c(O)c(C=NCc3cccnc3)c(=O)[nH]c2=O)cc1OC,7,-12,0.7,1.1,-2.5,5,-3,-1.5,-13
CC1CCN(C(=O)CCl)CC1,-2,-9,1.2,0.9,-3.6,0,-7,-2.5,-4
CC(=O)OC1(c2ccccc2)CCN(C)C(C)C1C (stereo not given),-38,-2,-0.8,0.5,-2.5,7,-3,-2.7,0
O=C(c1ccc(C(F)(F)F)cc1)C1CCCN(Cc2ccncc2)C1 (stereo not given),25,-5,9.7,7.8,-2.5,-6,4,-1.5,-8
O=C(Oc1c(Cl)cc(Cl)c2ccccc12)N1CCCCC1,-1,-13,-0.8,-1.8,-2.1,4,2,0.1,-1
CN(C)CCN=Cc1c(O)n(-c2cccc3ccccc23)c(=O)[nH]c1=O,6,16,0.2,1.4,-1.5,1,1,-3.6,2
Cc1ccc(/C=C2\C(=O)NC(=S)N(c3cccc(F)c3)C2=O)o1,-16,0,2.2,2.8,1.9,37*,-8,0.1,-20
O=C1Nc2cc(C(=O)N3CCC4(CC3)OCCO4)ccc2S/C1=C\c1ccccc1,13,1,5.5,3.0,-3.4,-6,-1,-0.8,-63
CC1(C)CC(=O)C(C=NCCN2CCN(C(=O)Cc3ccc(Cl)cc3)CC2)=C(O)C1,23,-13,0.8,0.2,-3.8,-1,-8,-5.3,-34
Fc1ccc(C2=CCN(C(c3ccc(Cl)cc3)c3nnnn3Cc3ccccc3)CC2)cc1 (stereo not given),-2,-5,0.8,-0.5,-2.8,-8,-2,-1.1,-5
COc1ccc(CN2CCN(Cc3ccccc3OC)CC2)cc1,5,-18,1.1,-0.8,-2.0,-4,-11,-0.8,5
COc1cccc(CNCCc2ccc(F)cc2)c1,6,10,1.9,2.7,-4.0,-11,-12,-2.2,-1
CCOC(=O)c1c(C)n(Cc2ccccc2)c2ccc(OCC(O)CNC(C)(C)C)cc12 (stereo not given),40,20,6.1,8.5,-5.0,-75,-15,0.0,18
CCOCCN1CCN(c2nnc3n2-c2ccc(Cl)cc2C(c2ccccc2Cl)=NC3)CC1,35,14,1.8,1.9,-3.8,-3,-1,-3.4,-24
Cc1ccccc1CN1CCNCC1,37,-9,1.5,2.0,-2.3,2,-5,-2.9,2
CCCCn1c(O)c(C(C)=NCC2CCCO2)c(=O)[nH]c1=O (stereo not given),12,21,-0.1,0.2,-0.5,24,-4,1.0,-10
Cc1ccccc1-n1c(O)c(C=NCCN2CCOCC2)c(=O)[nH]c1=O,4,-1,0.1,1.8,-1.0,3,0,-1.6,0
O=C(NC1CCCCC1)N1C[C@H]2C[C@@H](C1)c1cccc(=O)n1C2,42,-4,0.6,0.7,-1.7,5,-9,-4.0,-3
COc1ccc2c3c1OC1C(O)C=CC4C(C2)[N+](C)(C)CCC341 (stereo not given),-38,1,1.0,0.6,-2.6,1,-6,-1.3,-2
